# ERK EGF inh: EGF-driven ERK pathway inhibition; HEK293-V1b, EGF-stimulated phospho-ERK AlphaScreen; AID 1454; 0.41% of 130,000 active; Potency, µM (titrated, usually from 11.5 µM), inactives show at the highest dose activity change, negative = inhibition, most hits filed as inhibitors; active means well fitted inhibition curve with a large enough effect; inconclusive means small, poorly fitted or top-dose-only effect, or effect the other way;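 further: plate controls were stimulated vehicle wells for no effect and unstimulated vehicle basal for full effect; nearly all actives have a fitted effect of over 55% in size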
#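 Phospho-ERK1/2 measured by AlphaScreen (SureFire) after 5 min 25 nM EGF stimulation of V1b-expressing HEK293 cells preincubated 30 min at 37C with titrated compounds; data scaled to DMSO and EGF controls, Hill-fitted AC50.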
# The depositor's hits bear a star; ? = inconclusive; & = joins results of further samples; [ ] = remark or other dose. Potency means the concentration at half of the fitted maximal effect. Only part of the results is shown (hit frequency here may not be typical).
ERK EGF inh	compound
-1.9%	O=C(CSc1ccc(-c2ccc3c(c2)OCO3)nn1)Nc1nccs1
13.4%	Nc1ncnc2c1[nH]c(=O)n2C1OC(CO)C(O)C1O (centres undefined)
5.6%	COc1ccccc1OCC(=O)N/N=C1/C=C(C)CC1
-13.1%[57.5 µM]	CCN(CC)C(=O)COc1ccc(N(C)S(=O)(=O)c2ccc(NC(C)=O)cc2)cc1
-3.8%[57.5 µM]	Cc1ccc[n+](-c2[nH]c(=O)sc2/C=N/N=C(\[O-])CCn2c3ccccc3c3ccccc32)c1
10.6%	CCN(c1ccccc1)S(=O)(=O)c1cc(C(=O)Nc2ccccc2Cl)ccc1F
-0.4%	O=C(CN1CCCCCC1)Nc1ccccc1
1.9%[57.5 µM]	CCCCc1cc(=O)oc2cc(OCc3nn[nH]n3)ccc12
-3.0%	O=C(CCC(=O)c1ccc(Br)cc1)Nc1cccnc1
-5.9%	CCCN(CCC)CCNC(=S)Nc1ccc2nc3n(c(=O)c2c1)CCCCC3
18.6%[57.5 µM]	O=c1c2cc(-c3ccccc3)sc2nc2n1N=C(c1cccs1)CS2
0.8%	CC(C)C(=O)NCCc1nc2ccccc2n1CCOc1ccccc1
-0.3%[57.5 µM]	O=C(O)c1ccc(/C=N/NC(=O)c2ccc(NS(=O)(=O)c3cccs3)cc2)cc1
10.6%	COc1ccc(NC(=O)C2CCCN(S(=O)(=O)c3ccc(C)cc3)C2)cc1OC (centres undefined)
8.2%	Cc1ccc(S(=O)(=O)/N=C(\c2ccccc2)N(C)S(=O)(=O)c2ccccc2)cc1
?	O=C(O)c1ccc(CS(=O)c2cccc(C(F)(F)F)c2)o1 (centres undefined)
-16.6%	CC1CCN(S(=O)(=O)c2ccc(C(=O)N3CCN(c4ccccc4F)CC3)cc2)CC1
21.6%	CCOC(=O)c1c(C)[nH]c(C)c1C(=O)COC(=O)c1c(OC)cccc1OC
2.3%	CCN(CC)S(=O)(=O)c1ccc(C)c(NC(=O)c2cc(C)oc2C)c1
-1.0%	Cc1cc(Cl)ccc1OCCCC(=O)NCCCn1ccnc1
-1.2%[57.5 µM]	Cc1ccc(C)c(OCc2nnc(SCC(=O)NC(=O)NCc3ccco3)o2)c1
6.9%	N#Cc1ccccc1CSc1nc2ccsc2c(=O)n1Cc1ccccn1
18.9%	Oc1c(Br)cc(Cl)cc1C=Nc1ccc(N2CCOCC2)cc1
-0.4%[57.5 µM]	O=c1cc(COc2ccc(Cl)c(Cl)c2)nc2sccn12
-15.8%[57.5 µM]	CN(C)C(CNC(=O)C1CCN(S(=O)(=O)c2ccccc2)CC1)c1ccccc1 (centres undefined)
-4.3%[57.5 µM]	CCOC(=O)C1CCN(c2nc3ccccc3nc2C(C#N)C(=O)NCCc2ccccc2)CC1 (centres undefined)
-2.4%	Cn1cccc1C(=O)N1CCC2(CCN(Cc3ccc(C#N)cc3)CC2)CC1
-6.1%	COc1ccc(-n2cc(CNCC3CC(=O)N(C4CC4)C3)c(-c3ccccc3Cl)n2)cc1 (centres undefined)
-4.0%	COc1ccc(CCNC(=O)CCc2nc3ccccc3[nH]2)cc1OC
0.3%	CCOc1ccc(Br)cc1S(=O)(=O)Nc1cccc(S(=O)(=O)N(C)C)c1
-2.4%	COc1ccccc1NC(=O)CCCc1c[nH]c2ccccc12
2.3%	Cc1ccc(C(=O)OCC(=O)NCC2CCCO2)c(C)c1 (centres undefined)

# Reprinted from the part before: 4 entries; new compounds follow.
ERK EGF inh	compound
-4.0%	COc1ccc(CCNC(=O)CCc2nc3ccccc3[nH]2)cc1OC
0.3%	CCOc1ccc(Br)cc1S(=O)(=O)Nc1cccc(S(=O)(=O)N(C)C)c1
-2.4%	COc1ccccc1NC(=O)CCCc1c[nH]c2ccccc12
2.3%	Cc1ccc(C(=O)OCC(=O)NCC2CCCO2)c(C)c1 (centres undefined)
1.1%	COc1ccc(CNCc2cccc(OC)c2OC)cc1Br
1.5%[57.5 µM]	Cc1cc(=O)oc2c3c(ccc12)OC/C3=N/N
4.1%	CC(C)(C)c1ccc(CNC(=O)c2ccc3c(c2)NC(=O)CO3)cc1
-2.2%[57.5 µM]	CCn1c(SCC(=O)Nc2ccc(C)cc2)nnc1-c1ccccn1
9.3%	N/C(=N\N=C\c1ccc2c(c1)OCO2)SC1CC(=O)N(c2ccc(C(=O)O)cc2)C1=O (centres undefined)
-5.1%	Cc1oc(-c2cc(F)ccc2F)nc1CN1CCN(c2ncnc3ccccc23)CC1
10.5%	Cc1ccc(-c2nc3ccccc3nc2Cl)cc1
6.6%	COc1ccccc1-c1c(C(F)(F)F)oc2cc(OS(C)(=O)=O)ccc2c1=O
-8.8%	Cc1cccc(C(C(N)=O)c2ncc(C(F)(F)F)cc2Cl)c1 (centres undefined)
1.8%	COC(=O)c1ccc(C(NC(=O)OCc2ccccc2)/C(C)=C/[C@@H](C)C(=O)NCc2cccnc2)cc1 (some centres undefined)
-5.3%[57.5 µM]	O=C(N/N=C/c1ccc(O)cc1)c1cccc(N/N=C/c2ccc(O)cc2)c1
0.6%	COc1ccc(NC(=S)N(C)CC2COc3ccccc3O2)cc1 (centres undefined)
9.8%	C=CCn1c(SCc2csc(C)n2)nc2sc3c(c2c1=O)CCC(C)C3 (centres undefined)
-6.0%	N#Cc1cc2[nH]c3ccccc3c2[n+](-c2ccc([N+](=O)[O-])cc2)c1N
-0.6%	CC(C)OC(=O)CN1C(=O)C(=O)c2ccccc21
-7.2%[57.5 µM]	COc1ccc(/C=N/NC(=O)c2ccccc2O)cc1CN1CCOCC1
4.7%	CCOc1ccc(N(CC(=O)NCC2CCCO2)C(=O)CCC(=O)Nc2ccccn2)cc1 (centres undefined)
3.9%	CC(C)(CNS(=O)(=O)c1ccc2c(c1)OCCO2)N1CCOCC1
-11.5%	CC(=O)Nc1ccc(C(=O)Nc2cc(C(F)(F)F)ccc2-n2cnc3ccccc32)cc1
0.8%	CC1=C(C)CC(C(=O)Nc2ccc3c(c2)OCO3)C(C(=O)O)C1 (centres undefined)
-9.8%[57.5 µM]	COc1ccc(CN(N=O)C2CC(=O)N(c3ccc(OC)cc3)C2=O)cc1 (centres undefined)
-11.8%[57.5 µM]	CC1(C)CC2(CCCN(C(=S)Nc3ccccc3)C2)CCO1 (centres undefined)
12.3%	Nc1nc(-c2ccco2)nn1C(=O)c1ccccc1Cl
-1.6%	COc1ccc(CC(=O)Nc2cc(S(=O)(=O)N3CCOCC3)ccc2N2CCOCC2)cc1
-8.5%	C/C(=N\NC(=O)COc1ccc(C(C)(C)C)cc1)c1ccc(-n2ccnc2)cc1
3.0%	CCn1nc(C)c(/C=N/NC(=S)Nc2ccc(Cl)cc2Cl)c1C
-1.9%	COC(=O)c1ccc(NC(=O)C2CC(=O)N(c3ccc(C)cc3)C2)cc1 (centres undefined)
-1.3%	Cc1ccccc1Cn1c(=O)n(-c2ccccc2)c(=O)c2ccc(C(=O)NCc3ccco3)cc21
-12.8%	COC(=O)Cc1c(O)ccn(Cc2cccc(C(F)(F)F)c2)c1=O
?	C/C(CCc1ccc2c(c1)OCO2)=N\NC(=O)c1ccc(C)cc1C
3.6%	COc1ccc(CNC(=S)Nc2ccccc2-c2ccccc2)cc1
?	CC1=NN(c2ccccc2)C(=O)/C1=C/C=C/C=C/N(C)C
3.0%	CC(=O)NC(c1ccc(F)cc1)c1cccnc1 (centres undefined)
3.5%	COc1ccc(Br)cc1CN(C)CC(=O)Nc1cc([N+](=O)[O-])ccc1OC
1.8%	COc1c(C)cc(C(=O)C2CCCN(C(=O)c3cc4nc(C)cc(C)n4n3)C2)cc1C (centres undefined)
-3.6%	O=c1cc(-c2ccc(C3CCCCC3)cc2)[nH][nH]1
?	CN(C)c1ccc(N=Nc2ccccc2C(=O)OCC(=O)N2CCCC2)cc1
0.9%	Cc1ccc([N+](=O)[O-])cc1NC(=O)CN(C(=O)c1ccccc1Cl)C1CCCCC1
6.1%	Cc1ccc(NC(=O)c2ccccc2-c2ccccc2C(=O)O)cc1
0.5%	O=C(CCCc1ccccc1)Nc1ccc2c(c1)OCCO2
-8.2%	CC1(C)C(=O)C2(CCCCC2)C(=O)OC1C(=O)c1ccccc1 (centres undefined)
-0.9%	Cc1cc(C)c(C(=O)/C=C/c2ccc3c(c2)OCO3)c(=O)[nH]1
-2.8%[57.5 µM]	CC1(C)SC(=S)N(/N=C/c2cccnc2)C1N(O)C(=O)Nc1ccccc1 (centres undefined)
-2.1%	Cc1ccc(OCc2csc(N)n2)cc1
-6.0%[57.5 µM]	CCCS(=O)(=O)c1cscc1NC(=O)c1c(-c2c(F)cccc2Cl)noc1C
-11.3%	CCC/C=C/C(C)O (centres undefined)
-5.6%	Cc1n(N)c2ccccc2[n+]1CC(=O)c1ccccc1
0.5%	COc1ccc(N(C(=O)CNC(=O)c2cccs2)C(C(=O)NCC2CCCO2)c2ccccc2)cc1 (centres undefined)
-5.6%[57.5 µM]	COC(=O)CCC(=O)N1CN2CN(C(=O)CCC(=O)OC)CC([N+](=O)[O-])(C2)C1
0.5%	O=C(Nc1ccccn1)c1ccc2c(c1)S(=O)(=O)c1ccccc1C2=O
3.4%	CCC1Oc2ccc(C)cc2N(CC(=O)NCc2ccco2)C1=O (centres undefined)
?	CCCNC(=O)c1cc(S(=O)(=O)N2CCc3ccccc32)ccc1F
-2.2%	Cc1cccc(Oc2nc(CN3CCOCC3)nc3sc4c(c23)CCCC4)c1
-7.7%	O=C(N/N=C/c1cccc2ccccc12)c1n[nH]c2c1CCCC2
-0.5%	O=C(COc1ccc([N+](=O)[O-])cc1)Nc1ccncc1
-6.9%	C=CCNC(=O)COc1ccccc1C#N

# Entries shown so far containing a nitro group on carbon:
ERK EGF inh	compound
-6.0%	N#Cc1cc2[nH]c3ccccc3c2[n+](-c2ccc([N+](=O)[O-])cc2)c1N
3.5%	COc1ccc(Br)cc1CN(C)CC(=O)Nc1cc([N+](=O)[O-])ccc1OC
0.9%	Cc1ccc([N+](=O)[O-])cc1NC(=O)CN(C(=O)c1ccccc1Cl)C1CCCCC1
-5.6%[57.5 µM]	COC(=O)CCC(=O)N1CN2CN(C(=O)CCC(=O)OC)CC([N+](=O)[O-])(C2)C1
-0.5%	O=C(COc1ccc([N+](=O)[O-])cc1)Nc1ccncc1

# Going on with the list:
ERK EGF inh	compound
6.7%	CCOc1ccc(CC(=O)NNC(=S)NC2CCCCC2)cc1OCC
-0.1%	COc1ccc(C(=O)Nc2ccc(C(F)(F)F)n(C)c2=O)cc1
3.4%	CC1NC(C)(C)Cc2c1ccc1ccccc21 (centres undefined)
2.1%	O=C(C[n+]1cc(-c2ccccc2)n2c1CCC2)Nc1nc(-c2ccccc2)cs1
1.9%	CC(Sc1nncn1C)C(=O)Nc1cc(C(F)(F)F)ccc1N1CCOCC1 (centres undefined)
-0.1%	Cc1ccc(S(=O)(=O)NC2c3cccc4cccc(c34)C2Sc2n[nH]c(N)n2)cc1 (centres undefined)
-3.5%	O=C(Cc1ccccc1)NS(=O)(=O)c1ccc(N=NN2CCOCC2)cc1
-6.4%	NC(=O)CN1CCOCCOCCN(CC(N)=O)CCOCCOCC1
-7.5%	NC(=O)C1CCN(c2ccc(S(=O)(=O)N3CCCCC3)cn2)CC1
-3.2%	CCN(CC)C(=O)C(=O)c1cc(C)n(-c2ccc(F)cc2)c1C
20.4%	CCSc1ncc(C)cc1[N+](=O)[O-]
-12.4%[57.5 µM]	COc1ccc(/C(C)=N/NC(=O)CNC(=O)C2COc3ccccc3O2)c(OC)c1 (centres undefined)
3.7%	O=C(NCCc1ccccc1)C1CCN(Cc2ccccc2F)CC1
?	Cc1ccc([N+](=O)[O-])cc1N=Nc1c(-c2ccc([N+](=O)[O-])cc2)[nH]n(C(N)=S)c1=O
-2.1%	C=CCOC(=O)N[C@@H](c1ccccc1)[C@@H](C)[N+](=O)[O-]
-1.5%	CC(C)c1onc(C(=O)NCc2ccc(F)cc2)c1[N+](=O)[O-]
2.9%	Cc1ccc2c(c1)N(Cc1cccc(Cl)c1)C(=O)c1cccnc1O2
-0.7%[57.5 µM]	NC(=S)NC1CC2C=CC1C2 (centres undefined)
1.0%	CCCCN(C)CCNC(=O)C(=O)c1c(C)[nH]c2ccccc12
-0.7%[57.5 µM]	CCOC(=O)NN1C(=O)c2ccccc2NC1c1ccc(OC)c(OC)c1 (centres undefined)
-0.3%	COC(=O)N1CCC2(CCCN(c3ncccn3)C2)CC1
20.5%	COC1C(O)C(O)C(O)C(O)C1O (centres undefined)
-8.1%	O=C(N/N=C/C=C\c1ccccc1[N+](=O)[O-])c1ccco1
2.2%	CC(C)(C)NC(=O)/C=C/c1cccc(C(F)(F)F)c1
-7.1%	CC1CN(C(=O)c2cccc(COc3ccc(Br)cc3)c2)CC(C)O1 (centres undefined)
-3.0%[57.5 µM]	N/C(Cc1nc(-c2ccc(F)cc2)cs1)=N\O
0.1%[57.5 µM]	c1ccc(-c2csc(-c3ccc(-c4csnn4)cc3)n2)cc1
-4.4%	CCOC(=O)c1c(C)[nH]c(C(=O)/C(C#N)=C/c2ccc(OC)c(OC)c2)c1C
4.6%	CC1(C)C=C(c2ccc(C=O)s2)CC(C)(C)N1C=O
1.3%&-3.5%&-1.8%	N=C(N)SCCN
2.7%	CCn1c(C)cs/c1=N\C(=S)Nc1ccccc1C
9.3%	CSc1ccc(/C=C/c2cc(=O)c3ccccc3[nH]2)cc1

# Brought forward from above: 3 entries, followed by the next part.
ERK EGF inh	compound
1.3%&-3.5%&-1.8%	N=C(N)SCCN
2.7%	CCn1c(C)cs/c1=N\C(=S)Nc1ccccc1C
9.3%	CSc1ccc(/C=C/c2cc(=O)c3ccccc3[nH]2)cc1
0.1%	OCCNc1c2ccccc2nc2ccccc12
-14.8%[57.5 µM]	COc1ccccc1NC(=O)NCCC1=CCCCC1
-8.7%	CCOC(=O)C1(Cc2ccccc2C(F)(F)F)CCN(C2CCN(C(C)=O)CC2)CC1
-5.3%[57.5 µM]	CNC(=O)COC(=O)c1ccc(Cl)c(S(N)(=O)=O)c1
2.4%	O=C(Cc1c[nH]c2ccccc12)N/N=C/c1ccc(F)cc1

# Screening data (PubChem)
